miR122 inh = miR-122 Renilla sensor signal increase in Huh7, primary screen, miR-122 inhibitor project, cell-based, single point, plate reader; Huh7 miR-122 Renilla luciferase sensor, 48 h; neutral wells = 0, positive control = 100; activation (reporter increase), % at 12.5 µM; AID 602342, 2012; 340,000 compounds, 0.3% hits;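 active = mean replicate activation score at least 90 and every replicate individually at or above 90; inconclusive = only one of the two criteria met; inactive = neither criterion met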;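 also: higher luciferase means less miR-122 activity so hits act as miR-122 inhibitors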
FN deposition inh = inhibitors of fibronectin matrix deposition, primary screen, AH1F cells, Alexa488-fibronectin fluorescence, plate reader. inhibition, % at 12.6 µM. 350,000 compounds, 0.086% hits. AH1F fibroblasts, overnight;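 active = mean inhibition across replicates of 30% or more, regardless of how many single replicates reach that level; inconclusive = mean under 30% yet at least half of replicates reach 30%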;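 also: positive control wells lacked labelled fibronectin entirely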
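Schedule: 1 h cell adhesion before compound, then overnight fibronectin incubation; test system: AH1F fibroblast monolayer depositing Alexa488-labelled fibronectin into matrix; quantity: 10000 AH1F cells per well; probe or stimulus: fluorescent fibronectin at 24 nM final; signal: fluorescence, ex 485 nm, em 525 nm; evaluation: percent inhibition as loss of matrix-bound fibronectin fluorescence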
INS-1E GSIS act = GLuc luminescence reporter in INS-1E cells, primary screen for activators of glucose-dependent secretion of insulin. INS-1E GLuc reporter insulin secretion, 2-3 h. activation, % at 16.6 µM. 370,000 compounds, 0.61% hits;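 active = lowest replicate activation of at least 40%, so every replicate reaches that level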;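 also: 0% = median of neutral control wells and 100% = median of IBMX positive control wells; some compounds called inactive have numbers as strong as hits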
DENV2 CPE rescue = inhibitors of DENV2 cytopathic effect, primary screen, cell-based, plate reader, single concentration | DENV2-infected cells, cytopathic effect rescue | CPE inhibition, % at 9.99 µM | 350,000 compounds, 1.7% hits; in the data active = CPE inhibition above about 20%, passing the limit was not always enough; inconclusive = no clear call, values can overlap the other calls; tested in BHK-21 cells;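 also: 0% = median of neutral control wells and 100% = median of positive control wells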
CFTR F508del cor = F508del CFTR correction, initial screen, CFBE line, single point | activity (quench increase), % at 7.58 µM | 350,000 compounds, 0.36% hits | CFBE cells, YFP halide quenching; stimulated with forskolin plus potentiator P3; % fluorescence drop versus neutral controls | AID 720511, 2013;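 active = mean added fluorescence quench of at least 8% versus neutral control, with both replicates also reaching 8%; inconclusive = only one of the mean or replicate conditions met; inactive = mean below 8% and not both replicates reaching 8%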;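 also: cells transiently co-express mutant CFTR-F508del with the halide-sensitive YFP; corrector assay measuring rescue of mutant channel to the surface after 24 h compound exposure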
EWS-Fli inh = EWS/Fli-driven NR0B1 reporter inhibitors, primary screen, A673 cells, NR0B1 luciferase, luminescence, MLPCN library | 350,000 compounds, 0.67% hits | inhibition, % at 12.6 µM | viability-normalised | AID 651661, 2012;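 active = mean inhibition of at least 50% after viability correction, with every replicate also passing that limit; inconclusive = mean reaches 50% but only one of two replicates passes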;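 also: firefly luciferase signal divided by Alamar Blue viability fluorescence both relative to DMSO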
PAX8 inh HTS = inhibitors of PAX8-driven TPO luciferase reporter, primary screen, RMG-I cells, single concentration. SteadyGlo, 24 h. inhibition, % at 12.6 µM. 360,000 compounds, 1.2% hits;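 active = mean replicate inhibition at least 60% with every replicate also reaching 60%; inconclusive = only one of the two criteria is met; inactive = mean below 60% and not all replicates reaching 60%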;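 also: luciferase light reporting Pax8 driven TPO promoter activity; plate controls were median of neutral control wells for no effect and mitoxantrone controls for full effect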
Starred values were filed as active, the others as inactive; ? = inconclusive; . = not tested or not shown; & = joins results of further samples; [ ] = remark or other dose.

The line under a structure holds: miR122 inh, FN deposition inh, INS-1E GSIS act, DENV2 CPE rescue, CFTR F508del cor, EWS-Fli inh, PAX8 inh HTS
CCOC(=O)N(C)C[C@H]1OCc2cn(nn2)CCCC(=O)N([C@@H](C)CO)C[C@@H]1C
→ -2[16.7 µM], 2&-2, 6&3, ?, -0.7&2.5, 6&-4, -7&-4
NC(=O)C1CCCN(Cc2ccc3ccccc3c2)C1 (stereo not drawn)
→ -3, -1, 7, 12, -3.8, 2, 13
O=C(CBr)N1CCc2ccccc2C(c2ccccc2)C1 (stereo not drawn)
→ -4, -5, -16, 0, -4.0, 15, 0
CNC(=S)N1CCN(c2nc(-c3cccc(OC)c3)cs2)CC1
→ -3, 1, -5, -3, 0.3, -29, 15
C[C@@H]1CN([C@@H](C)CO)C(=O)Cc2cc(NC(=O)CCN3CCOCC3)ccc2O[C@@H]1CN(C)Cc1ccc(C(F)(F)F)cc1
→ -2[16.7 µM], ., 1, -6, 1.5, 29, 5
CCOC(=O)c1cc2c(=O)n3cccc(C)c3nc2n(CC(C)C)c1=NC(=O)c1ccco1
→ 5, -1, ., -13, -1.5, 8, 5
O=C(Cn1nc(-c2ccc(Cl)cc2)ccc1=O)NCC1CCCO1 (stereo not drawn)
→ -5, -2, 1, -7, -3.7, -1, 2
O=C(c1ccccc1Oc1nnnn1-c1ccccc1)N1CCOCC1
→ -6, 6, ., ., ., ., 4
CCCCCC(=O)Nc1nc(C)c(-c2csc(Nc3cc(Cl)ccc3OC)n2)s1
→ 6, -6, -14, -3, 2.9, 6, 8
Cn1c(CNC(=O)c2ccc3c(c2)OCO3)nnc1SCC(=O)Nc1ccc(F)cc1
→ -2, -6, 13, 5, 0.0, -1, -5
CCOc1ccc(NC(=O)CCNS(=O)(=O)c2ccc3c(c2)CC(C)N3C(C)=O)cc1 (stereo not drawn)
→ 10, 7, -2, 0, -1.4, ., -1
Cc1ccc(Cn2nnc3c(=O)n(CC(=O)OCc4ccccc4)cnc32)cc1
→ -1, ., 5, -5, -1.7, -5, .
COc1ccc(N2CCN(C(=O)c3cc(C)on3)CC2)cc1
→ -5, -18, 3, -4, -4.1, 3, .
CC(=O)Nc1ccc(C(=O)OCC(=O)N2CC3(C)CC2CC(C)(C)C3)cc1 (stereo not drawn)
→ 0, 7, ., -8, 1.0, -6, 2
Cc1ccc(S(=O)(=O)Nc2ccc3c(c2)C(=O)N([C@H](C)CO)C[C@H](C)[C@H](CN(C)C(=O)Nc2c(C)noc2C)OCCCC[C@@H](C)O3)cc1
→ -3[16.7 µM], 2, 22, 3, -1.5, -10, -17
Cc1noc(C)c1S(=O)(=O)N(C)C[C@@H]1OCCCC[C@H](C)Oc2ccc(NC(=O)Nc3ccc(F)cc3)cc2C(=O)N([C@H](C)CO)C[C@H]1C
→ -9[16.7 µM], -7, -25, -2, -1.3, 13, 21
O=C(CCN1N=C(c2ccccc2)CCC1=O)NCCCN1CCOCC1
→ -6, 1, 1, 0, -2.1, -2, -19
CCOC(=O)c1[nH]c2ccc(Br)cc2c1NC(=O)CCN1CCC(C(=O)OCC)CC1
→ 0, -7, ., ., ., ., 12
C[C@@H]1CN([C@H](C)CO)C(=O)c2cc(NC(=O)C3CCCCC3)ccc2O[C@@H]1CN(C)C(=O)Nc1ccc(C(F)(F)F)cc1
→ -2[16.7 µM], -14, -12, 1, 1.2, -22, 43
CCN(CC)S(=O)(=O)c1ccc(N2CCCC2)c(NS(=O)(=O)c2ccc(OC)cc2)c1
→ 34, 1, -28, ., ., ., -2
Cc1cccc(S(=O)(=O)N2CCn3cccc3C2C)c1 (stereo not drawn)
→ ., -3, 12, -11, -1.6, 5, -10
C[C@@H]1CN([C@H](C)CO)C(=O)c2cc(C#CCN(C)C)cnc2O[C@H]1CN(C)S(=O)(=O)c1cn(C)cn1
→ -2[16.7 µM], ., 40*, 7, 2.0, -3, .
C[C@@H]1CN([C@H](C)CO)C(=O)c2cc(NS(=O)(=O)c3ccccc3)ccc2O[C@@H](C)CCCCO[C@H]1CN(C)S(=O)(=O)c1cccs1
→ 7[16.7 µM], -11, -22, ?, 0.0, 8, 43
COc1ccc(NC(=S)NCCc2c[nH]c3ccccc23)cc1
→ 5, -12, 7, ., ., ., -6
COC(=O)c1sc(-c2ccccc2)cc1NC(=O)c1ccc(F)cc1
→ ., 2, -7, ., ., ., 10
COc1ccc(C(CC(=O)Nc2cc(C)ccn2)N2Cc3ccccc3C2=O)cc1 (stereo not drawn)
→ 27, -5, -6, -12, 0.5, 0, -1
COc1ccc(C#Cc2ccc3c(c2)[C@H]2[C@H](CCN2S(=O)(=O)c2ccccc2C)[C@H](CO)N3)cc1
→ 27[16.7 µM], -30, 9, 1, 1.2, -4, -15
CN(C)CCn1c2c(c(SCC(=O)Nc3cccc4ccccc34)nc1=O)CCC2
→ ., -10, -8, 8, -4.4, -11, 27
CCN(CC)c1ccc(C(=O)c2cnc(/N=C/N(C)C)s2)cc1
→ -7, -7, 4, ., -1.0, -19, -36
CN1c2ccc(-c3ccc(F)cc3)cc2[C@H]2[C@H](CCN2C(=O)Cc2cccnc2)[C@H]1CO
→ -4[16.7 µM], -5, -20, -10, 0.9, 3, 1

Arranged by the number under DENV2 CPE rescue (falling): 7 of the compounds above.
smiles	DENV2 CPE rescue
C[C@@H]1CN([C@H](C)CO)C(=O)c2cc(C#CCN(C)C)cnc2O[C@H]1CN(C)S(=O)(=O)c1cn(C)cn1	7
Cn1c(CNC(=O)c2ccc3c(c2)OCO3)nnc1SCC(=O)Nc1ccc(F)cc1	5
Cc1ccc(S(=O)(=O)Nc2ccc3c(c2)C(=O)N([C@H](C)CO)C[C@H](C)[C@H](CN(C)C(=O)Nc2c(C)noc2C)OCCCC[C@@H](C)O3)cc1	3
O=C(CBr)N1CCc2ccccc2C(c2ccccc2)C1 (stereo not drawn)	0
COc1ccc(N2CCN(C(=O)c3cc(C)on3)CC2)cc1	-4
Cc1ccc(Cn2nnc3c(=O)n(CC(=O)OCc4ccccc4)cnc32)cc1	-5
C[C@@H]1CN([C@@H](C)CO)C(=O)Cc2cc(NC(=O)CCN3CCOCC3)ccc2O[C@@H]1CN(C)Cc1ccc(C(F)(F)F)cc1	-6

A few values from the list:
Under EWS-Fli inh, Cc1ccc(Cn2nnc3c(=O)n(CC(=O)OCc4ccccc4)cnc32)cc1 is listed with -5
Under INS-1E GSIS act, CCOc1ccc(NC(=O)CCNS(=O)(=O)c2ccc3c(c2)CC(C)N3C(C)=O)cc1 (stereo not drawn) is listed with -2

Further entries.
The line under a structure holds: miR122 inh, FN deposition inh, INS-1E GSIS act, DENV2 CPE rescue, CFTR F508del cor, EWS-Fli inh, PAX8 inh HTS
Nc1ccc(OCc2ccccc2)cc1
→ -1, -8, 2, 4, 3.6, -11, -71
C/C(=N/NC(=O)CNC(=O)c1ccccn1)c1cccc([N+](=O)[O-])c1
→ 6, 3, -2, 1, -3.8, -5, -6
CC(NCC(=O)Nc1ccccc1C(=O)NC1CC1)c1ccc(F)cc1F (stereo not drawn)
→ 2, -1, -1, -2, -1.8, 1, -4
O=C(CSc1nnc(NC(=O)c2ccc(F)cc2)s1)NC1CCCC1
→ -1, -5, 3, 4, 1.1, -28, -49
COc1cc2cc(CN(Cc3cccnc3)C(=O)Nc3ccccc3)c(=O)[nH]c2cc1OC
→ ., 3, -5, 3, -1.8, 19, 3
O=C(c1cccc(F)c1)N1C[C@H]2[C@@H](c3ccccc31)[C@@H](CO)N2C(=O)c1ccccn1
→ 17[16.7 µM], ., 14, -1, 2.2, 2, 9
CC(NC(=O)c1cccs1)C(=O)NC1=NCCS1 (stereo not drawn)
→ -5, ., -16, -5, -1.4, -7, .
COc1cc(OC)c(OC)cc1CN1CCN(Cc2ccc(C(F)(F)F)cc2)CC1
→ 5, -1, -14, 14, 3.2, 30, 8
CON(C)C(=O)/C=C/CCCCNC(=O)OC(C)(C)C
→ -4, 4, 0, 37*, 0.3, 0, -14
Cc1cccc(C(=O)NCC(=O)OCC(=O)N2CCCCC2)c1
→ ., 6, -5, 1, -1.3, -2, -1
CC(=O)Nc1cccc(-c2nnc(-c3ccccc3)o2)c1
→ -4, 12, 8, ., ., ., -178
Cc1ccc(C(=O)C(=S)N2CCOCC2)cc1
→ 18, -1, 1, 41*, ., 4, 67*
Cc1noc(C)c1NC(=O)Nc1ccc2c(c1)C(=O)N([C@@H](C)CO)C[C@H](C)[C@@H](CN(C)S(=O)(=O)c1ccc(F)cc1)O2
→ 16[16.7 µM], -14, 16, ?, -1.3, 9, -24
O=C(NCCN1CCCCC1)[C@@H]1[C@@H](CO)[C@@H]2Cn3c(cccc3=O)[C@H]1N2C(=O)C1CC1
→ -3[16.7 µM], ., 18, 16, 1.5, 8, -6
Cc1cc(CCCCCCCCc2cc(C)cc(=O)o2)oc(=O)c1
→ 12, ., 5, ., ., ., 9
Cc1ccccc1NC(=O)C(=O)Nc1ccccc1C
→ 5, 4, 11, 3, -4.6, -59, -188
CCN(CC(=O)NCc1cccs1)C(=O)c1cc(S(=O)(=O)NCc2ccccc2)ccc1C
→ 4, 0, -14, ?, 0.3, 7, 7
CCOc1ccccc1C(=O)Nc1cccc(-c2ccc3nncn3n2)c1
→ -25, -6, 16, 4, 3.2, 5, -11
C[C@@H]1CC=C[C@H]2[C@H]1C(=O)N(Cc1ccccc1)[C@H]2c1ccc2ccccc2c1
→ 47, 19, ., -2, 1.3, 20, 4
COc1ccc(C2=NN(CC(=O)NCC(OC)OC)C(=O)CC2)cc1
→ -3, 4, 11, -6, -2.5, 4, 20
CC(=O)N1CCN(C(=O)c2ccc(NS(=O)(=O)c3ccc4c(c3)OCCO4)cc2)CC1
→ -7, 7, 5, 9, -1.2, -1, -4
CC(NC(=O)C1CCN(C(=O)[C@@H]2Cc3ccccc3CN2C(=O)OC(C)(C)C)CC1)c1ccccc1 (stereo partly drawn)
→ -5, 1, -11, 2, 0.7, 1, -17
CCOC(=O)C(NC(=O)CC(C)C)(Nc1sc(C)c(CC)c1C#N)C(F)(F)F (stereo not drawn)
→ ., 1, -22, 5, -1.4, 5, 28
COc1cnn(-c2ccc([N+](=O)[O-])cc2)c(=O)c1Cl
→ -1, 1, ., -2, -2.4, 2, -4
COc1ccc(S(=O)(=O)N2CCCC(C(=O)NCc3cccnc3)C2)cc1 (stereo not drawn)
→ 2, 3, 12, ?, -2.6, 7, -6
COc1cc(CCN(C(C)=O)C2C(=O)Nc3ccccc3N=C2c2ccc3c(c2)OCO3)cc(OC)c1 (stereo not drawn)
→ 5, -1, 1, -11, 3.7, 3, 15
CCOc1ccccc1NC(=O)C(OC(=O)c1ccccc1NS(=O)(=O)c1cccs1)c1ccccc1 (stereo not drawn)
→ ., 1, 3, -9, ., 6, 7
O=Cc1ccc(-n2cc(C=O)c3ccccc32)cc1
→ ., ., -6, 11, 1.6, 14, -13
O=C(COc1ccc(S(=O)(=O)N2CCCC2)cc1)NCC1CCCO1 (stereo not drawn)
→ ., -1, -3, 12, 3.3, -4, 0
C[C@H](c1ccccc1)N1C[C@@H](COCc2ccccc2)Oc2cc(N3CC[C@@H](N(C)C)C3)ccc2S1(=O)=O
→ ., -6, 2, -3, 0.0, 8, 12
CC1CN(S(=O)(=O)c2cccc(C(=O)NNC(=O)C(C)Oc3ccccc3F)c2)CC(C)O1 (stereo not drawn)
→ 2, 4, 1, -1, 3.1, 7, .
O=C(CN1c2cccc3cccc(c23)S1(=O)=O)NCc1ccc2c(c1)OCO2
→ -4, ., -3, 6, -2.2, -4, .

Bioassay records as filed in PubChem.
